Source: PubChem (National Center for Advancing Translational Sciences (NCATS))
BRCA1 expr up: BRCA1 expression activation | AID 624202 | 1.1% of 380,000 active | MCF7-BRCA1-FFLuc reporter, luminescence, 48 h; response scale: scaled: vehicle 0%, 10 µM genistein 100% | Potency, µM (doses to about 46.1 µM), inactives show at the top dose activation, most hits filed as activators; further: nearly all actives have a fitted effect of over 80% in size; some results filed as inactive show a strong effect at the top dose
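MCF7-BRCA1-FFLuc cells, 2000/well in phenol-red-free MEM, attached 2 h then treated 48 h at 37 C. Luciferase luminescence read 15 min after reagent; normalized to genistein maximum activation (10microM) and DMSO, concentration-response fitted.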
FLuc counter: firefly luciferase modulation, counter-screen for miR-21 project; 6.9% of 360,000 active; Potency, µM (doses to about 57.5 µM), inactives show at the top dose activity change, negative = inhibition, most hits filed as inhibitors; AID 588342; purified FLuc, Km substrates, luminescence inhibition; P08659;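 further: plate controls were vehicle for no effect and reference inhibitor for full effect; nearly all actives have a fitted effect of over 55% in size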
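Biochemical qHTS of compounds, final roughly 60 µM downward over six points, against 10 nM purified firefly luciferase using Km concentrations of substrates (10 uM D-luciferin, 10 uM ATP) in Tris acetate pH 7.5 buffer; luminescence output.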
Rab9 promoter act: activators of Rab9 promoter. Huh7 Rab9 promoter-luciferase reporter, luminescence, 24 h. Potency, µM (titrated, usually from 9.22 µM), without a hit: at the highest dose activation, negative = inhibition, hits mostly activators. 2.8% of 320,000 active; further: % of control where 0% means no effect; nearly all actives have a fitted effect of over 60% in size
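Promoter activation is measured as luciferase luminescence in Huh7 cells stably transfected with a Rab9 promoter–luciferase construct, following 24 h compound exposure at 37 °C and 10 min reagent incubation at ambient temperature.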
p53 reactivator: restores transcriptional activity of mutant p53 | H1299 p53-A138V BP100-luciferase reporter, luminescence, 24 h | Potency, µM (highest dose often 92.2 µM), for inactives: at the top dose activity change, positive = activation, usual class: activators | 0.063% of 320,000 active | AID 504706; further: % of control where 0% means no effect; nearly all actives have a fitted effect of over 45% in size
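p53-null H1299 cells stably carrying temperature-sensitive p53-A138V and a BP100-luciferase reporter were pinned with compounds (4-point, 1:5 series) and held 24 hrs at 37 deg C. Luminescence was read 10 min after detection reagent.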
Gal4-VP16 FLuc: counter-screen for ROR gamma inhibitors: Gal4-VP16 reporter; 3.5% of 310,000 active; Drosophila S2 Gal4-VP16 UAS-luciferase, luminescence, 20 h; Potency, µM (series often up to 53.6 µM), inactives show at the highest dose activity, negative = inhibition, hits mostly inhibitors;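 further: Gal4-VP16 expression switched on by copper sulfate through the metallothionein promoter; on the % scale 0 is the no-effect control and ±100 the full control effect; nearly all actives have a fitted effect of over 50% in size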
uPA surface inh: blocks generation of uPA at the cell surface | cell surface uPA generation assay, qHTS | 0.31% of 330,000 active | Potency, µM (titrated, usually from 38.3 µM), for inactives: at the top dose activity change, negative = inhibition, hits mostly inhibitors; active means well fitted inhibition curve with a large enough effect; inconclusive means small, poorly fitted or top-dose-only effect; inactive means no such curve, though single readings can be large or run the other way; tested in mouse RAW 264.7 cells; further: on the % scale 0 is the no-effect control and ±100 the full control effect; nearly all actives have a fitted effect of over 55% in size
ELG1 genotoxic: inducers of genotoxicity in HEK293T ELG1-luciferase cells. HEK293T ELG1-luciferase reporter, luminescence, 16 h. Potency, µM (doses to about 46 µM), inactives show at the top dose activity change, positive = activation, actives largely listed as activators. 1.3% of 330,000 active; further: % of control where 0% means no effect; nearly all actives have a fitted effect of over 60% in size
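Cells (2,000/well) expressing the ELG1-luciferase fusion are dosed by pin tool and kept 16 hr at 37 °C, 5% CO2. Signal comes from ONE-Glo luciferase reagent after 30 min at room temperature.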
MLL CXXC-DNA inh: MLL CXXC-DNA interaction inhibition; Q03164; MLL-CXXC / FITC-HOXA9 DNA fluorescence polarization; Potency, µM (doses to about 115 µM), for inactives: top-dose activity change, negative = inhibition, usual class: inhibitors; 0.037% of 290,000 active; AID 2662; active means well fitted inhibition curve with a large enough effect in the polarisation, with a control signal flat, not every such curve was filed as active; inconclusive means small, poorly fitted or top-dose-only effect, or effect the other way, or a change in a side signal; inactive means no such curve, though single readings can be large or run the other way; the % refers to the polarisation
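Fluorescence polarization: 7 uM MLL-CXXC (stock) preincubated 5 min with compounds, then 50 nM fluorescein-HOX-A9 DNA (stock) added; 30 min ambient. Buffer 50 mM Tris-HCl pH 7.5, 50 mM NaCl, 1 mM DTT, 0.05% BSA.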
RORgamma inh: ROR gamma (mouse) transcription inhibition. Potency, µM (highest dose often 53.6 µM), inactives show top-dose activity change, negative = inhibition, hits mostly inhibitors. AID 2551. 5.4% of 310,000 active. P51450. Drosophila S2 Gal4-RORgamma UAS-luciferase reporter, 20 h; further: on the % scale 0 is the no-effect control and ±100 the full control effect; nearly all actives have a fitted effect of over 60% in size
Target sequence (P51450 whole entry, looked up, the tested form may be a part): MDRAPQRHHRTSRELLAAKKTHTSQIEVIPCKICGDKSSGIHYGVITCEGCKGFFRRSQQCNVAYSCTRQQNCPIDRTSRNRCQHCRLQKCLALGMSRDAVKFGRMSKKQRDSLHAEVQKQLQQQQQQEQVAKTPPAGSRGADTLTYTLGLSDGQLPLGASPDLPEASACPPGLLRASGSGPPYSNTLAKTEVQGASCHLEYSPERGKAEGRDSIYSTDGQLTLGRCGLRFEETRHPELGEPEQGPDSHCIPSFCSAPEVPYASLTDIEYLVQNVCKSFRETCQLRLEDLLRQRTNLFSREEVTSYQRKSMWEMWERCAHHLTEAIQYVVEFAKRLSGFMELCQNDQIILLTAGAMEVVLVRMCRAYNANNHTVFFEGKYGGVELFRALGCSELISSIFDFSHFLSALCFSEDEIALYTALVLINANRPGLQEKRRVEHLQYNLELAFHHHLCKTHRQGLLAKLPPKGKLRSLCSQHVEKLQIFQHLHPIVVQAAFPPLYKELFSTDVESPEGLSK
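Stable Schneider cell line, Gal4 DNA-binding domain fused to ROR gamma, UAS-luciferase. Cmpd 1 hr RT → CuSO4 700 uM final → 20 hr RT → luciferase reagent 10 min → luminescence.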
MBNL1 CUG block: MBNL1-poly(CUG) RNA binding inhibition | Potency, µM (titrated, usually from 57.5 µM), inactives show at the top dose activity change, negative = inhibition, usual class: inhibitors | Q9NR56 | 0.036% of 280,000 active | TR-FRET MBNL1-His/biotin-(CUG)12 binding, 665/545 ratio; active means well fitted inhibition curve with a large enough effect in the signal ratio, with a control signal flat, not every such curve was filed as active; inconclusive means small, poorly fitted or top-dose-only effect, or effect the other way, or a change in a side signal; inactive means no such curve, though single readings can be large or run the other way; the % refers to the signal ratio; further: on the % scale 0 is the no-effect control and ±100 the full control effect
Target sequence (Q9NR56 whole entry, looked up): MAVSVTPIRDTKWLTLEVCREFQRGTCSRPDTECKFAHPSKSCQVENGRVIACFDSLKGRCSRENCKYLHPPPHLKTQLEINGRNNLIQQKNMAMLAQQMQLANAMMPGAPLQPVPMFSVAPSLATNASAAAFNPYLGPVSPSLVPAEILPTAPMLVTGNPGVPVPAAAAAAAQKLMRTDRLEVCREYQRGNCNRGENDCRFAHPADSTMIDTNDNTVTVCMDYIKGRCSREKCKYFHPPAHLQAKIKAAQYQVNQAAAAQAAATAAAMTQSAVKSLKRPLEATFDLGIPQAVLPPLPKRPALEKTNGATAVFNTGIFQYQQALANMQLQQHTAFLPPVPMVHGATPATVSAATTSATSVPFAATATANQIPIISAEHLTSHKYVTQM
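Compounds (final 92 nM to 58 uM) are added to His-tagged MBNL1 and biotin-(CUG)12, then terbium anti-His antibody and streptavidin-XL665 (5 nM final). After 60 min at room temperature, the 665/545 nm ratio is read.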
NPC1 promoter act: NPC1 promoter activation; Potency, µM (series often up to 9.22 µM), for the others: top-dose activation, actives largely listed as activators; Huh7 NPC1 promoter luciferase reporter, 24 h; 2.4% of 320,000 active;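 further: % of control where 0% means no effect; nearly all actives have a fitted effect of over 60% in size; reporter is driven by a mutant NPC1 promoter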
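Huh7 reporter cells (NPC1 promoter driving luciferase) are dosed with compound for 24 h at 37 °C, 5% CO2; luciferase detection reagent is then added and luminescence measured after 10 min at ambient temperature.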
* = called active by the depositor; ? = inconclusive; · = no result given; & = joins results of further samples; [ ] = remark or other dose. Unless noted, the call rests on the fitted dose curve; in most records, active means well fitted curve in the direction sought with a large enough effect; inconclusive means small, poorly fitted or top-dose-only effect, or another doubt; inactive means no such curve, though single readings can be large; an effect the other way counts as inactive or inconclusive. Potency means the concentration at half of the fitted maximal effect. A portion of the library; rates above refer to the full screens.

entry	SMILES	BRCA1 expr up	FLuc counter	Rab9 promoter act	p53 reactivator	Gal4-VP16 FLuc	uPA surface inh	ELG1 genotoxic	MLL CXXC-DNA inh	RORgamma inh	MBNL1 CUG block	NPC1 promoter act
1	Fc1cc(F)cc(-c2oncc2-c2nnnn2-c2ccccc2)c1	0%	3%	1%	-6%	20%	-2%	1%	-2%	2%	-6%	-2%
2	CCc1ccc(OCC(O)Cn2c(N3CCCCC3)nc3c2c(=O)[nH]c(=O)n3C)cc1 (configuration not stated)	-1%	0%	3%	8%	-1%	13%	-10%	1%	44%	-9%	-5%
3	CCOCCCNC(=O)c1ccc2c(c1)N(Cc1ccccc1)C(=O)CS2=O (configuration not stated)	0%	0%	2%	1%	6%	6%	-9%	3%	?	-3%	-1%
4	Cc1ccc(N(C)S(=O)(=O)c2cccc(C(=O)NC3=NCCS3)c2)cc1	-39%	4%	1%	-6%	?	-6%	-2%	5%	?	-2%	0%
5	CCC(=O)N(Cc1cc(=O)[nH]c2ccccc12)c1ccc(C)cc1	0%	-1%	-4%	-1%	-3%	1%	0%	-1%	21%	16%	1%
6	CC(=O)N1CCN(C(=O)c2ccc(OC3CCN(CCc4ccccc4)CC3)cc2)CC1	-8%	4%	3%	17%	4%	17%	-3%	16%	-8%	-1%	-3%
7	COCC1CCN(Cc2cn[nH]c2-c2ccc(OC)cc2F)C1 (configuration not stated)	-29%	-3%	-11%	-3%	-5%	2%	-3%	-1%	26%	-1%	-1%
8	COc1ccc(CCn2c3c(c(=O)[nH]c2=O)C(NC(=O)c2cccs2)(C(F)(F)F)C(=O)N3)cc1OC (configuration not stated)	2%	-9%	10%	-3%	-6%	-1%	-1%	-6%	12%	3%	9%
9	Cc1cc(Cl)c2oc(C(=O)N3CCC(O)(c4ccccc4)CC3)c(C)c2c1	-5%	1%	2%	8%	8%	3%	3%	8%	36%	1%	1%
10	O=C1NC(=O)C2C1C(c1ccccc1)N1C3C(=O)NC(=O)C3C(c3ccccc3)N21 (configuration not stated)	7%	-1%	-2%	1%	-13%	6%	4%	-9%	17%	32µM*	1%
11	N#Cc1nc(-c2ccc(OCc3ccc(Cl)cc3)cc2)oc1NCCCn1ccnc1	5%	0%	-4%	0%	-3%	4%	10%	19%	0%	3%	-4%
12	CCOC(=O)N1CCN(Cc2oc(CO)cc(=O)c2O)CC1	-3%	-1%	-13%	-2%	12%	4%	-3%	-3%	-19%	-1%	0%
13	COc1ccc(C2=NOC(CNC(=S)N3CCOCC3)C2)cc1 (configuration not stated)	?	?	?	13%	10%	2%	15%	1%	21%	-2%	28%
14	CCN=C1Cn2c(nc3scc(-c4ccccc4)c3c2=O)CN1CC	-13%	1%	-9%	1%	-10%[0.365 µM]	-4%	3%	7%	43%	9%	8%
15	Cc1ccc(OCC(=O)NNC(=S)NC(=O)C(C)(C)C)c(Br)c1	-25%	27µM*	5%	?	4%	-3%	4%	18%	11µM*	-3%	1%
16	C/C(=N\NC(=O)c1cccc(C)c1O)c1ccc(NC(=O)Cc2ccccc2)cc1	5µM*	?	28%	19%	?	-9%	21%	42%[activator]	11µM*	2%	25%
17	CN1C[C@@H]2C(c3ccccc3)C3(c4cccnc4)CC2(C3)[C@H]1c1ccccc1 (some centres not stated)	4%	0%	-4%	0%	-4%&-10%	3%	4%	-2%	-9%&-1%	-15%	-3%
18	COc1cccc(-c2nc(CS(=O)(=O)CC(=O)NCCCN3CCOCC3)c(C)o2)c1	-1%	-1%	2%	3%	3%	-1%	1%	-2%	-10%	-9%	-4%
19	COc1ccc(CN2CCNC(=O)C2CC(=O)NC2CC(C)(C)CC(C)(C)C2)cc1OC (configuration not stated)	-7%	6%	-2%	1%	-5%	?	4%	4%	-3%	-2%	0%
20	Cc1cc(N2CCC(C(=O)NC3CC3)CC2)nc(-c2ccccc2)n1	-1%	1%	9%	0%	-4%	1%	-5%	0%	29%	-6%	-2%
21	Cc1ccc(S(=O)(=O)/N=C2/NC(=O)/C(=C/c3cc([N+](=O)[O-])ccc3O)S2)cc1	0%	-4%	4%	0%	0%	3%	-17%	?	-4%	?	-4%
22	COc1ccc(OCCn2cc(/C=N/NC(=O)c3ccncc3)c3ccccc32)cc1	-9%	?	-3%	-2%	8.9µM*	2%	-5%	8%	5µM*	11%	6%
23	O=C1CCCC2=C1C(c1ccco1)Nc1ccc(C(=O)c3ccccc3)cc1N2 (configuration not stated)	-69%	-1%	11%	-17%	-6%	-11%	-2%	16%	12%	?	-5%
24	COc1ccc(F)cc1S(=O)(=O)NCC1CCCO1 (configuration not stated)	-5%	0%	-1%	·	-14%	3%	1%	-5%	-2%[1.91 µM]	0%	-3%
25	COc1ccc(/C=N/NC(=O)c2ccoc2C)cc1COc1c(C)cccc1C	-41%	?	1%	?	?	-12%	·	-1%	11µM*	5%	-11%
26	CCOC(=O)CSC1=C(C#N)C(c2ccccc2OCC)C(C#N)C(=O)N1 (configuration not stated)	-27%	8%	-6%	10%	-3%	-20%	3%	0%	-1%	0%	0%
27	COc1cc(C=O)ccc1OCC(=O)N1CCCC1	4%	-1%	0%	3%	-12%	3%	2%	-6%	0%	-5%	-3%
28	CN(C)c1ccc(/C=C/C(=O)c2cc(Cl)ccc2O)cc1	67%	9.5µM*	2%	10%	5%	6%	0%	?	1%	8%	?
29	CCCn1nnc(NC(=O)c2cccc(Cl)c2)n1	84%	-17%	22%	5%	0%	7%	6%	0%	5%	-2%	28%
30	CCCNC(=O)C(Cc1ccc(F)cc1)NC(=O)c1ccc(C#N)cc1 (configuration not stated)	-28%	2%	-3%	5%	·	8%	2%	·	·	·	0%
31	CCCCn1c(N)c(N(CC(C)C)C(=O)C2CSC3(C)CCC(=O)N23)c(=O)[nH]c1=O (configuration not stated)	-1%	0%	2%	3%	·	4%	0%	·	·	·	-1%
32	CCOC(=O)C(C)c1c(C(=O)c2ccc(C)nc2)c2ccccc2n1C (configuration not stated)	·	5%	2%	-4%	9%	·	2%	21%	13%	8%	-3%
33	NC(=O)c1nnsc1-c1ccc(-c2snnc2C(N)=O)cc1	8%	-2%	1%	4%	-5%	12%	1%	9%	-16%	?	5%
34	CCOC(=O)N/N=C/c1ccc(Oc2ccccc2)cc1	?	19µM*	?	2%	19%	-1%	15%	-4%	?	-3%	?
35	Cc1ccc(NC(=O)CN(C)C(=O)COC(=O)/C=C/c2cccs2)cc1	3%	-1%	-6%	6%	·	-1%	2%	·	·	·	-4%
36	COc1ccc2ncn(-c3ccccc3)c2c1	14%	3%	3%	-2%	-15%	1%	-10%	5%	-13%[10 µM]	8%	-2%
37	Cc1cccc(OCCc2nnc(N)s2)c1C	-2%	-1%	-3%	-3%	-4%	0%	7%	6%	15%	5%	-4%
38	CCOC(=O)N1CCN(C2CCCN(C(=O)c3ccccc3C(F)(F)F)C2)CC1 (configuration not stated)	-3%	7%	0%	·	·	-3%	-6%	0%	·	-2%	3%
39	Cc1ccc(S(=O)(=O)N(C)c2ccc(C(=O)NCc3ccccn3)cc2)cc1	-2%	-1%	0%	-3%	1%	4%	0%	7%	2%	6%	0%
40	CCc1cc(=O)[nH]c(SCC(=O)Nc2ccc3c(c2)OCCO3)n1	-5%	2%	13%	6%	·	0%	-1%	·	·	·	-2%
41	O=C1CCCC2=C1C1O[C@](CCCCN3C(=O)c4ccccc4C3=O)(Cc3c1ccc1ccccc31)O2	·	1%[11.5 µM]	-11%[1.84 µM]	·	-16%[10 µM]	·	·	-8%[23 µM]	1%[10 µM]	12%[11.5 µM]	-2%[1.84 µM]
